NPSR antagonist: blocks cAMP signaling of the human neuropeptide S receptor; Q6W5P4; CHO-NPSR cells, cAMP TR-FRET, antagonist mode; Potency, µM (series often up to 38.3 µM), inactives show at the top dose activity change, negative = inhibition, usual class: inhibitors; actives 1% (n = 220,000); AID 1461; note: potency is the fitted concentration of half-maximal effect; % is set by controls: 0 for no effect and ±100 for the full control effect; nearly all actives have a fitted effect of over 50% in size; many of its hits are not listed in these tables
Epigenetic derep: regulators of epigenetic silencing causing reporter derepression in mouse cells; murine LDR cells, GFP reporter derepression, 30 h; Potency, µM (doses to about 53.9 µM), for inactives: top-dose GFP activation, most hits filed as activators; actives 0.2% (n = 280,000); note: potency is the fitted concentration of half-maximal effect; % of control where 0% means no effect; nearly all actives have a fitted effect of over 60% in size
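Reporter derepression read as number of fluorescent GFP-positive objects, 20-120 um in size, counted by laser-scanning cytometer. Mouse LDR line with an epigenetically silenced CMV-GFP locus; compound incubation 30 h, 37 C.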
L3MBTL1 block: blocks human L3MBTL1 | AlphaScreen L3MBTL1–H3K9me1 peptide binding | Potency, µM (top dose mostly 57.1 µM), without a hit: at the top dose activity, negative = inhibition, hits mostly inhibitors | actives 0.66% (n = 230,000); note: potency is the fitted concentration of half-maximal effect; % is set by controls: 0 for no effect and ±100 for the full control effect; nearly all actives have a fitted effect of over 60% in size
Target sequence (Q9Y468 whole entry, looked up): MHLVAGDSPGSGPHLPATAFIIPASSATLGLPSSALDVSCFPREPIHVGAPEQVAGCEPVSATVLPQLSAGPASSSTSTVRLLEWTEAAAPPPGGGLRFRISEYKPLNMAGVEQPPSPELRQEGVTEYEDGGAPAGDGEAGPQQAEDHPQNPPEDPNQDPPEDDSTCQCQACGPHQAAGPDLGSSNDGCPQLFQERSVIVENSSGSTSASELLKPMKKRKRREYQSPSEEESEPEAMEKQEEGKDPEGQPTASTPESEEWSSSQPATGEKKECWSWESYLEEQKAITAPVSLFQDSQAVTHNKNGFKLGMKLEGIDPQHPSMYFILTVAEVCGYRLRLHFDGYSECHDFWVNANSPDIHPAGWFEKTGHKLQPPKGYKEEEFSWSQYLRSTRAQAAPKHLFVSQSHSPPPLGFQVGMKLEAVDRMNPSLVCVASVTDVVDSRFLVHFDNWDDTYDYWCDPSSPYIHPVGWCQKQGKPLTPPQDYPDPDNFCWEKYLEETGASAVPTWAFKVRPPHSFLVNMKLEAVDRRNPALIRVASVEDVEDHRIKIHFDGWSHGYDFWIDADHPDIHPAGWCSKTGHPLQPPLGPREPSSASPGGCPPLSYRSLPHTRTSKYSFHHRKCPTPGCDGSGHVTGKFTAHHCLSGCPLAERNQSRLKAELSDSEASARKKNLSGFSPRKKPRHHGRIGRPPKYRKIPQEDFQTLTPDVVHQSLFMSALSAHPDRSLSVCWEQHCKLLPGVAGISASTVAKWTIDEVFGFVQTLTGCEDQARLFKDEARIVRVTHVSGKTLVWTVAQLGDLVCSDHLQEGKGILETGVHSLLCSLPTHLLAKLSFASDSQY
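L3MBTL1 50 nM + b-AHA-H3(1-15)K9me1 75 nM, 30 min RT; compound added, 30 min RT; streptavidin donor/Ni-chelate acceptor beads 10 ug/mL each final, 30 min RT dark; AlphaScreen read.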
Luc counter: Kinase-Glo luciferase inhibition (counter-screen). Q27757. Potency, µM (highest dose often 38.3 µM), inactives show at the top dose activity change, negative = inhibition, most hits filed as inhibitors. AID 1379. actives 0.28% (n = 200,000). Kinase-Glo luciferase, ATP luminescence, 8 min; note: potency is the fitted concentration of half-maximal effect; % is set by controls: 0 for no effect and ±100 for the full control effect; nearly all actives have a fitted effect of over 60% in size
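Light output from Kinase-Glo luciferase with luciferin and 10 uM ATP in 50 mM imidazole pH 7.2, KCl, MgCl2, Tween 20, BSA; compound pin-delivered, 8-min ambient incubation, then luminescence read.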
HTT aggregate: inhibitors of mutant huntingtin aggregate formation in PC12 cells | PC12 HttQ103-GFP aggregates, Acumen cytometry, 40 h | Potency, µM (series often up to 46.1 µM), without a hit: at the top dose activity change, negative = inhibition, usual class: inhibitors | actives 1.1% (n = 220,000) | AID 1688; note: potency is the fitted concentration of half-maximal effect; % is set by controls: 0 for no effect and ±100 for the full control effect; nearly all actives have a fitted effect of over 60% in size
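Inducible Q103 Huntingtin exon 1–GFP PC12 line, 1500 cells/well in phenol red free DMEM with 5% equine and 5% calf serum. Tebufenozide 100 nM induced expression; compounds titrated; aggregates quantified by cytometry.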
IMPase Li inh: membrane-permeable IMPase blocker, potentiated with lithium. CHO-M1 cells, IP1 TR-FRET (IP-One), carbachol + lithium. Potency, µM (doses to about 59.4 µM), without a hit: top-dose activity, negative = IMPase inhibition, actives largely listed as inhibitors. actives 0.35% (n = 210,000). AID 1457;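 note: IP1 builds up when IMPase is blocked and the TR-FRET signal falls; potency is the fitted concentration of half-maximal effect; plate controls were basal vehicle for no effect and high inhibitor control for full effect; nearly all actives have a fitted effect of over 50% in size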
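Readout is a homogeneous TR-FRET IP1 immunoassay (Ex 320, Em 665 and 620), where raised cytosolic IP1 lowers signal. Cells were CHO-M1 treated 30 min at 37C with test compounds plus a little lithium; AC50 values came from Hill-equation fitting.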
CBFb-RUNX1 inh: blocks binding between human CBF-beta and RUNX1; AlphaScreen CBFb-His/RUNX1-biotin binding, biochemical; Potency, µM (series often up to 59.8 µM), inactives show at the highest dose activity, negative = inhibition, usual class: inhibitors; 230,000 tested, under 10 active; note: % of control where 0% means no effect
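Read-out: AlphaScreen. Format: His-CBF-beta with biotinylated RUNX1 (30 nM each) preincubated 20 min, compound 15 min, Ni-chelate plus streptavidin beads 90 min; room temperature throughout.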
Numbers without * were called inactive; ? = inconclusive; . = not tested or not shown; & = joins results of further samples; [ ] = remark or other dose. Calls come from the whole dose curve; as a rule, active = well fitted curve in the direction sought with a large enough effect; inconclusive = small, poorly fitted or top-dose-only effect, or another doubt; inactive = no such curve, though single readings can be large; an effect the other way counts as inactive or inconclusive. These rows are one share of the data; rates above refer to the full screens.

canonical_smiles	NPSR antagonist	Epigenetic derep	L3MBTL1 block	Luc counter	HTT aggregate	IMPase Li inh	CBFb-RUNX1 inh
c1ccc(CNC23CC4CC(CC(C4)C2)C3)nc1	9%	18%	-8%	-3%	1%	29%	-6%
Nc1c(C(=O)c2ccccc2O)cnn1-c1ccc(S(=O)(=O)N2CCOCC2)cc1[N+](=O)[O-]	-10%	7.8%	-4%	-4%	-2%	-2%	-1%
Cc1cc(=O)[nH]c(SCC(=O)c2ccccc2)c1C#N	-2%[46.1 µM]	-1.9%	-2%	-19%	-24%	2%[38.3 µM]	1%
O=S(=O)(c1ccccc1)N1CCN(Cc2ccccc2C(F)(F)F)CC1	-6%[46.1 µM]	2.3%	.	7%	-20%	27%[38.3 µM]	13%
Cc1nn(Cc2ccccc2)c(Cl)c1C(=O)OCC#N	8%	1.6%	13%	-1%	5%	7%	7%
O=C(Nc1ccc(F)cc1)C1C(c2ccccc2)C1(Cl)Cl (stereo unspecified)	-22%	-1.8%	13%	0%	-4%	11%	18%
Cc1nnsc1C(=O)NNC(=O)c1ccc(C(F)(F)F)cc1	-5%	-1.3%	9%	.	4%[9.22 µM]	.	6%
COC(=O)c1c(C)cc(OC)cc1O	.	-1.6%	.	-1%	.	-20%	.
COc1ccc(-c2noc(CCCC(=O)Nc3ccc(C(N)=O)cc3)n2)cc1	0%[46.1 µM]	-1.1%	0%	0%	14%	9%[38.3 µM]	5%
O=C1CCC(C(=O)OCC(=O)N2N=C3/C(=C/c4ccccc4)CCCC3C2c2ccccc2)N1 (stereo unspecified)	?	0.0%	.	2%	-26%	33%[38.3 µM]	-6%
Cc1onc(-c2ccccc2Cl)c1C(=O)Nc1nnc(-c2ccc(F)cc2)s1	-24%	4.9%	-4%	2%	19%	-14%	2%
O=C(C1CC1c1ccccc1)N1CCN(c2cccc(Cl)c2)CC1 (stereo unspecified)	?	-0.9%	-4%	0%	-11%	14%[38.3 µM]	4%
COc1ccc(NC(=S)SC)cc1OC	-8%	4.5%	2%	-1%	1%	0%	1%
Cc1cc(NC(=O)CSc2nc(C3CC3)nc3sc(C)c(C)c23)no1	8%[46.1 µM]	1.0%	.	18%	1%	?	-3%
COc1ccc(NC(=O)c2cc(-c3cccnc3)nc3c(C)c(C)ccc23)c(OC)c1	?	1.1%	1%	2%	-14%	2%[38.3 µM]	-2%
CC(C)CCN1C(=O)c2ccc(C(=O)Nc3c[nH]c(=O)[nH]c3=O)cc2C1=O	8%	-2.1%	.	-1%	-13%	-3%	-7%
CCCCCCCCCCCCCCCC(=O)OCC(NC(=O)C(Cl)Cl)C(O)c1ccc([N+](=O)[O-])cc1 (stereo unspecified)	.	-1.5%	.	1%[39.9 µM]	.	5%	14%
O=C(N/N=C/c1cccnc1)c1ccc(S(=O)(=O)N2CCCCCC2)cc1	9%	-2.0%	10%	.	-7%[9.22 µM]	.	2%
CCOC(=O)/C(C#N)=C1/C=CN(C)C(C)=N1	?	-4.4%	8%	-1%	-21%	-6%[38.3 µM]	3%
CC1Cc2ccccc2N1C(=O)C1CCCN1S(=O)(=O)c1ccc(Cl)cc1 (stereo unspecified)	?	0.0%	4%	-4%	-9%	-2%[38.3 µM]	-1%
Cn1nc(C(=O)Nc2ccc(S(=O)(=O)NCc3ccco3)cc2)c2ccccc2c1=O	14%	4.8%	-21%	.	10%[9.22 µM]	.	-3%
O=C(c1ccc(F)cc1)N1CCN(c2cnn(-c3ccccc3)c(=O)c2Cl)CC1	-26%	-0.4%	-2%	-1%	17%	0%	14%
COc1ccc(-c2nc(CS(=O)CC(=O)N3CCc4ccccc4C3)c(C)o2)cc1 (stereo unspecified)	-19%[46.1 µM]	0.7%	.	-1%	30%	-9%[38.3 µM]	1%
CC(=O)C1=C(O)CC(c2ccccc2)CC1=NCCc1ccccc1 (stereo unspecified)	-27%	3.4%	.	1%	-5%	3%	-1%
CSc1nnc(NC(=O)c2cc3ccccc3oc2=O)s1	-6%[46.1 µM]	-0.4%	.	-5%	7%	8%[38.3 µM]	-3%

Pulled by structure from the entries so far (three):
canonical_smiles	NPSR antagonist	Epigenetic derep	L3MBTL1 block	Luc counter	HTT aggregate	IMPase Li inh	CBFb-RUNX1 inh
c1ccc(CNC23CC4CC(CC(C4)C2)C3)nc1	9%	18%	-8%	-3%	1%	29%	-6%
O=C(Nc1ccc(F)cc1)C1C(c2ccccc2)C1(Cl)Cl (stereo unspecified)	-22%	-1.8%	13%	0%	-4%	11%	18%
O=C1CCC(C(=O)OCC(=O)N2N=C3/C(=C/c4ccccc4)CCCC3C2c2ccccc2)N1 (stereo unspecified)	?	0.0%	.	2%	-26%	33%[38.3 µM]	-6%

The listing picks up, repeating the 2 entries before the break.
canonical_smiles	NPSR antagonist	Epigenetic derep	L3MBTL1 block	Luc counter	HTT aggregate	IMPase Li inh	CBFb-RUNX1 inh
CC(=O)C1=C(O)CC(c2ccccc2)CC1=NCCc1ccccc1 (stereo unspecified)	-27%	3.4%	.	1%	-5%	3%	-1%
CSc1nnc(NC(=O)c2cc3ccccc3oc2=O)s1	-6%[46.1 µM]	-0.4%	.	-5%	7%	8%[38.3 µM]	-3%
COc1ccc(NC(=O)CCc2c(C)nc3nc(C)nn3c2C)cc1	5%[46.1 µM]	1.7%	3%	-1%	18%	-15%[38.3 µM]	4%
O=C(NCc1ccccn1)c1ccc(Cl)cc1Cl	5%[46.1 µM]	0.0%	.	2%	-6%	17%[38.3 µM]	5%
O=C(CSCc1c(Cl)cccc1Cl)N1CCOCC1	2%	3.7%	1%	-4%	-13%[9.22 µM]	5%	6%
CC(C)c1ccc(NC(=O)Cn2cccc2C2=NC(c3ccccc3)CO2)cc1 (stereo unspecified)	-52%	0.0%	?	-1%	-4%	15%	-2%
Cc1ccccc1Nc1cc(C)c2c(O)cccc2n1	-3%	-0.9%	-10%	-2%	?	16%	3%[2.36 µM]
Cc1nn(Cc2ccccc2)c(C)c1N	10%	13%	-11%	9%	-8%	-8%	11%
CCOc1ccccc1-n1c(SCC(=O)N2CCCc3ccccc32)nnc1-c1cccnc1	-2%	-1.1%	8%	0%	-10%	1%	-1%
CN1CCN(CC(=O)Nc2nc(-c3c[nH]c4ccccc34)cs2)CC1	-5%	-0.2%	-7%	0%	-12%	25%	-7%
COC(=O)Cc1ccc(NC(=S)NCc2ccccc2Cl)cc1	-8%[46.1 µM]	-0.9%	-1%	.	10%	.	2%
CC1C(=NO)C(C)C(c2ccc(N(C)C)cc2)NC1c1ccc(N(C)C)cc1 (stereo unspecified)	-18%[46.1 µM]	-1.3%	25µM*	-1%	-7%	18%[38.3 µM]	-28%
O=C(CSc1nnnn1-c1cccc(F)c1)Nc1nc2ccccc2s1	-11%[46.1 µM]	1.2%	4%	0%	-2%	1%	21%
COc1cccc(N2CCN(CC(=O)NC3=Nc4ccccc4N=C(C)C3c3ccccc3)CC2)c1 (stereo unspecified)	-18%	-1.1%	-29%	.	-6%[9.22 µM]	.	-5%
Cc1nc2ccccc2nc1OCC(=O)NCc1ccc2c(c1)OCO2	-1%[46.1 µM]	0.8%	-2%	-8%	28%	4%[38.3 µM]	7%
O=C(CSc1n[nH]c(=O)[nH]c1=O)NCC1CCCCC1	-13%	0.1%	5%	.	1%[9.22 µM]	.	6%
COCCn1c(SCC(=O)NC(=O)NC(C)(C)C)nc2ccccc21	2%[46.1 µM]	0.0%	.	-1%	-22%	19%[38.3 µM]	21%
CCCCn1c(C(C)NC(=O)COC)nc2ccccc21 (stereo unspecified)	-2%[46.1 µM]	0.0%	0%	8%	-7%	0%	4%
C/C(=N\NC(=O)CNc1cccc(C(F)(F)F)c1)c1cccc(Br)c1	-19%	0.0%	-3%	2%	-1%	14%	-9%
O=C(NCC(c1cccs1)N1CCOCC1)c1ccccc1NS(=O)(=O)c1ccc(Br)cc1 (stereo unspecified)	-7%	-1.8%	-5%	-2%	-23%	0%	-9%
c1ccc(-c2csc(-n3cccn3)n2)cc1	12%	1.1%	13%	-4%	-4%	2%	-9%
COc1cc(/C=C/C(=O)O)cc(S(=O)(=O)N(CC(C)C)CC(C)C)c1OC	-22%	5.7%	-1%	0%	?	-1%	4%
CCn1c(N)c(C(=O)NC2CCCCC2)sc1=S	3%	0.0%	-14%	2%	4%	11%	-11%
CC(C)(C)c1ccc2c(c1)OC(C(=O)N/N=C\c1ccncc1)CO2 (stereo unspecified)	-3%	-1.0%	-14%	.	26%[9.22 µM]	.	10%
Cc1csc(NC(=O)c2cc(-c3ccccc3)nc3ccccc23)n1	3%[46.1 µM]	-0.9%	-13%	.	?	.	-8%
CC1(C)CC(=O)c2cc3c(N)c(C(=O)NCc4ccccc4)sc3nc2C1	-14%[46.1 µM]	-1.9%	3%	-1%	-12%	-5%[38.3 µM]	3%
COc1ccc(-c2nc3nc(SC)nn3cc2C)cc1F	?	-1.1%	39%[11.4 µM]	-3%	?	?	13%

Remaining list, next part.
canonical_smiles	NPSR antagonist	Epigenetic derep	L3MBTL1 block	Luc counter	HTT aggregate	IMPase Li inh	CBFb-RUNX1 inh
Cc1ccccc1	.	.	.	.	20%	-4%&-16%	7%&1%[21.7 µM]
COc1cc(/C=N/NC(=O)C23CC4CC(CC(C4)C2)C3)cc(Br)c1O	-48%	1.1%	6%	0%	5%	6%	-4%
Cc1ccn2cc(CNC(=O)c3ccc(Br)o3)nc2c1	-4%[46.1 µM]	-0.2%	.	-2%	14%	10%[38.3 µM]	-2%
COc1ccc(NC(=O)CN(C)S(=O)(=O)c2ccccc2)cc1OC	-1%[46.1 µM]	2.7%	12%	5%	-13%	3%[38.3 µM]	6%
Cc1cc(-c2ccco2)n(CC(=O)NCCN(C)C)n1	2%[46.1 µM]	-1.7%	.	4%	-4%	22%[38.3 µM]	5%
Cc1cc(C(F)(F)F)n2ncc(-c3ccccc3)c2n1	20%[46.1 µM]	0.0%	-1%	-2%	-1%	24%[38.3 µM]	-8%
O=C(CSc1nnc(SCc2cccc3ccccc23)s1)N/N=C/c1c[nH]c2ccccc12	14%	-1.0%	-7%	2%	-1%	2%	-13%
CC(=O)N(c1c(C)n(C)n(-c2ccccc2)c1=O)C1(C(=O)NC2CCCCC2)CCCCC1	-1%[46.1 µM]	-1.0%	.	-3%	-16%	8%[38.3 µM]	6%
COc1cccc(/C=N/n2c(-c3n[nH]c4c3CCC4)n[nH]c2=S)c1O	1%	-2.2%	11%	2%	-12%	18%	?
N#CCSc1nc2ccc(N3CCCCC3)cc2c(=O)n1Cc1ccccc1	-25%[46.1 µM]	-1.2%	-3%	-4%	.	-7%[38.3 µM]	-2%

Screening data from PubChem.
